Screens deposited in PubChem BioAssay by Broad Institute.
esBAF inh = SWI/SNF esBAF complex inhibition. mouse ES cells, Bmi1-luciferase knock-in reporter, 24 h; 100% = twice the neutral-well signal. AID 602393. reporter increase, % at 12.5 µM. 2% of 350,000 active; in the data active = activation above about 40%; inconclusive = no clear call, values can overlap the other calls;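 also: 0% = median of the plate's neutral control wells and 100% = double that signal; a rise in the Bmi1 reporter signal indicates esBAF inhibition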
E-sel inducer = E-selectin induction on HUVECs | 0.37% of 260,000 active | activation, % at 7.58 µM | P16581 | HUVEC E-selectin immunofluorescence imaging; normalized: neutral wells 0, TNF-alpha wells 100 | AID 686992;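 active = mean E-selectin-positive cell signal at least 10% of the positive control, reached in at least 60% of replicates, without over 20% cell loss; inconclusive = no rule given, readout overlaps actives, possibly toxicity-flagged; inactive = the rest, including those meeting only one limit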;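 also: in these data hits start at about 27%; measured in HUVEC primary endothelial cells; signal is the percent of cells scored E-selectin positive by PE staining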
Target sequence (P16581 whole entry, looked up): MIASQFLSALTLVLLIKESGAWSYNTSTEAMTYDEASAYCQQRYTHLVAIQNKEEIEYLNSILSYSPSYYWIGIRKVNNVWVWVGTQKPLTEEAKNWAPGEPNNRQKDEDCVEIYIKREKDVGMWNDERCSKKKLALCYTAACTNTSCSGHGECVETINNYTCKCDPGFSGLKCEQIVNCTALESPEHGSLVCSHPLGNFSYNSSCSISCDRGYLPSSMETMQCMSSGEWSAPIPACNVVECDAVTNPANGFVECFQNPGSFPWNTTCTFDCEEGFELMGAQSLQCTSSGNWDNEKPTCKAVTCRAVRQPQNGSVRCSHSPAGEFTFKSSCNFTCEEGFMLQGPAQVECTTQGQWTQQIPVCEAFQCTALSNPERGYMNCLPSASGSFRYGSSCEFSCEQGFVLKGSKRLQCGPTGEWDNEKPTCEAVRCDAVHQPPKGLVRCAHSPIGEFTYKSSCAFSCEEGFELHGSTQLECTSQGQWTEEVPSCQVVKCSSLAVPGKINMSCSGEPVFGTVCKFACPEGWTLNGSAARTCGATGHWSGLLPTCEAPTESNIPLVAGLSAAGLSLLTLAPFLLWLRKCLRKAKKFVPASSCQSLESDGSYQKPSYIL
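Test system: HUVEC; input: 3,000 HUVEC/well; measured by: immunofluorescence imaging; read-out: % PE-positive cells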
RAD52 anneal inh = blocks human RAD52 DNA annealing; P43351; inhibition, % at 18.7 µM; 0.46% of 360,000 active; recombinant RAD52 DNA annealing, FRET fluorescence; AID 651710;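 active = every replicate showing at least 50% inhibition; inconclusive = mean inhibition at least 50% but not in every replicate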
Target sequence (P43351 whole entry, looked up): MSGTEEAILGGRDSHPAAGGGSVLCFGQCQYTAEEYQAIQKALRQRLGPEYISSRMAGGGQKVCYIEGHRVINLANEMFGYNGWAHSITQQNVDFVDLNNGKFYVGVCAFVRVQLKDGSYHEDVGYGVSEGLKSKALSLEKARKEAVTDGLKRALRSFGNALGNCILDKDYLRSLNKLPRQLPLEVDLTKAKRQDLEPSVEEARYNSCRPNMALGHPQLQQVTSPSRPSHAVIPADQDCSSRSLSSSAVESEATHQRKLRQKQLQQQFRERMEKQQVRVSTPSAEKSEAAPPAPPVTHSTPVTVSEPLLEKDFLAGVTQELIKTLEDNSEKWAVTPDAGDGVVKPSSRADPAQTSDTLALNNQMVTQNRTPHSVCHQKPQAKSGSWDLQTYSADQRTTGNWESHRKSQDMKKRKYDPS
ERp5 block = ERp5 (human) disulfide isomerase inhibition; inhibition, % at 9.99 µM; AID 651711; 0.05% of 350,000 active; ERp5 insulin aggregation, absorbance 650 nm, 90 min; Q15084;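 active = mean replicate inhibition above about 25%, with every replicate also reaching it, limit read from the data, passing the limit was not always enough; inconclusive = only one of those two criteria met; inactive = neither criterion met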
ERAP1 HTS inh = blocks human ERAP1 aminopeptidase activity | recombinant ERAP1, Leu-AMC fluorescence, 60 min | AID 652197 | inhibition, % at 10.7 µM | 0.15% of 340,000 active | Q9NZ08;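 active = mean replicate inhibition of at least 30%, or all replicates individually reaching that 30% level; inactive = mean below 30% and not every replicate reaching it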;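 also: 0% = neutral control wells and 100% = L-leucinethiol positive control wells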
S100A4 inh HTS = S100A4-myosin IIA interaction inhibition | S100A4/TAMRA-MyoIIA peptide fluorescence polarization | inhibition, % at 10.7 µM | 0.14% of 360,000 active | AID 652163;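 active = mean inhibition of at least 70% across replicates, with every replicate also reaching that level; inconclusive = mean inhibition reaches 70% but some replicates fall short; inactive = mean inhibition below 70%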
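Material: human S100A4 monomer with TAMRA-labelled myosin IIA peptide; buffer or medium: HEPES pH 7.2 with CaCl2, KCl, NaCl, DTT, Triton; compound dosing: one concentration per compound; schedule: 5 min incubation before reading; benchmarks: neutral control DMSO, positive control TFP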
Xi reactivation = reactivates the inactive X chromosome in mouse fibroblasts. XiGFP mouse fibroblasts, % GFP-positive cells imaging, 3 d; cells co-treated with 5-aza-dC sensitizer; scaled so ellipticine positive control = 100%. activation, % at 7.58 µM. 0.055% of 360,000 active. AID 743238;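 active = mean normalized replicate activation at least 10% and every replicate at or above 10%; inconclusive = only one of the two criteria met; inactive = mean below 10% and not all replicates reach 10%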;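 also: 0% = median of on-plate neutral control wells and 100% = ellipticine 6 µM median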
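assay system = SV40-immortalized XiGFP fibroblast cells, line 68-5-11 | buffer or medium = DMEM plus 5-aza-dC sensitizer | doses = single-point pinned compound dosing | times = 3-day compound exposure, then 15 min fixation at room temperature | benchmarks = positive control ellipticine, 6 µM final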
RAD54 branch = RAD54 (human) branch migration inhibition; inhibition, % at 10.4 µM; RAD54 Holliday junction branch migration, FAM/BHQ fluorescence; 0.14% of 360,000 active;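 active = mean normalized replicate activity at least 40 and at least half of replicates scoring 40 or more; inconclusive = only one of the two criteria met; inactive = mean below 40 and under half of replicates reaching 40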;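 also: 0% = median of neutral control wells and 100% = median of positive control wells; inhibitors cause a drop in the FAM fluorescence signal; in these data hits start at about 50%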
* = called active by the depositor; ? = inconclusive; / = no result given; & = joins results of further samples. Random draw from the library; 2.5% or so of the library scored in one or more.

SMILES | esBAF inh | E-sel inducer | RAD52 anneal inh | ERp5 block | ERAP1 HTS inh | S100A4 inh HTS | Xi reactivation | RAD54 branch
C[C@H](CO)N1C[C@H](C)[C@@H](CN(C)S(=O)(=O)c2ccc(Cl)cc2)OCCCC[C@H](C)Oc2ccc(NC(=O)NC3CCCCC3)cc2C1=O | -4 | 0.3 | 10 | 0 | 0 | 4 | -0.9 | -3
COc1ccc(NC(=O)Nc2ccc3c(c2)C(=O)N([C@@H](C)CO)C[C@H](C)[C@@H](CN(C)C(=O)Nc2ccccc2)O3)cc1 | -3 | / | -10 | 7 | 1 | 5 | -0.2 | -6
CCC(=O)N1[C@H](CN(C)C(C)=O)[C@@H](c2ccc(C3=CCCC3)cc2)[C@@H]1CO | -4 | 0.5 | -6 | -3 | 1 | 0 | 0.1 | 4
COc1cccc(-c2ccc3c(c2)O[C@H](CN(C)Cc2cccnc2)[C@H](C)CN([C@@H](C)CO)S3(=O)=O)c1 | -5 | 0.2 | 16 | -3 | 4 | 3 | 0.1 | 4
CN1CCc2ccccc2C1Cc1ccccc1NC(=O)c1sc2ccccc2c1Cl (stereo unspecified) | 51 | / | -3 | 5 | -5 | -5 | 0.0 | -6
C[C@@H]1CN([C@@H](C)CO)C(=O)c2cc(NC(=O)CCCN(C)C)ccc2O[C@H]1CN(C)CC1CCCCC1 | 4 | -0.1 | -5 | -2 | -2 | -1 | 0.2 | 5
COc1ccccc1CN1CC(C(=O)N(C)Cc2nc(C)cs2)CCC1=O (stereo unspecified) | 6 | -0.1 | 3 | -1 | 1 | 1 | 0.2 | -10
C[C@@H]1CN([C@@H](C)CO)C(=O)c2ccccc2-c2ccccc2CO[C@H]1CN(C)C(=O)Nc1cccc(F)c1 | 13 | -0.1 | 14 | 3 | 4 | 17 | -0.4 | -1
O=Nc1c(O)cc(O)c2ccccc12 | -12 | / | -3 | -12 | -4 | -3 | -0.2 | -3
Oc1cccc2cnccc12 | -7 | 0.3 | -15 | 6 | 1 | 3 | 0.2 | 2
O=C(c1ccc(F)cc1)N1CCOC(c2nc(-c3ccc(F)cc3)no2)C1 (stereo unspecified) | 5 | -0.2 | -15 | -7 | -3 | -19 | 0.0 | 17
Cc1ccc(S(=O)(=O)Nc2ccc3c(c2)CC(=O)N([C@H](C)CO)C[C@H](C)[C@@H](CN(C)Cc2ccc(Cl)c(Cl)c2)O3)cc1 | 11 | -0.1 | -15 | -4 | -1 | -20 | 0.6 | 7
CCOC(=O)N1CCN(c2c(NCCCN3CCCC(C)C3)c(=O)c2=O)CC1 (stereo unspecified) | 2 | -0.4 | -8 | -3 | 5 | 2 | 0.0 | 6
CN(C)C(=O)[C@H]1[C@H](CO)[C@H]2Cn3c(ccc(-c4ccncc4)c3=O)[C@@H]1N2C(=O)NC1CCCC1 | / | -0.4 | 3 | -1 | -4 | 11 | 0.5 | /
COC(=O)c1cccc(C(=O)N2CCCC(Nc3ccc(C)c(C)c3)C2)c1 (stereo unspecified) | -1 | / | 10 | 2 | 1 | 4 | 0.0 | 3
C[C@H](CO)N1C[C@H](C)[C@H](CN(C)Cc2ccc(Cl)c(Cl)c2)OCCCC[C@H](C)Oc2ccc(NC(=O)c3ccccc3)cc2C1=O | 5 | -0.2 | 26 | 0 | -2 | -2 | 0.0 | 1
COc1n[nH]c(C(=O)NCc2ccccc2)c1[N+](=O)[O-] | / | -0.1 | -8 | 2 | 5 | 1 | -0.6 | /
Nc1cccnc1S(=O)(=O)c1cccc(C(F)(F)F)c1 | / | 5.1 | -9 | -1 | 6 | 1 | 0.0 | /
O=c1/c(=C\c2cccnc2)sc2nc3ccccc3n12 | 66* | / | -36 | -6 | 3 | 3 | / | -6
C[C@@H]1CCCCO[C@@H](CN(C)Cc2ccc(C(F)(F)F)cc2)[C@@H](C)CN([C@@H](C)CO)C(=O)c2cc(NC(=O)c3ccncc3)ccc2O1 | 0 | 1.2 | -75 | -3 | -1 | 17 | 0.5 | -12
Clc1ccc(Cn2cnc3ccccc32)cc1 | -8 | 0.4 | 11 | 3 | 0 | -5 | 0.0 | -10
COc1ccc(C(=O)N2CCC(C(=O)Nc3ccccc3C)CC2)cc1OC | / | -0.1 | -2 | -3 | -5 | 2 | 0.1 | /
COc1ccc(CN2C[C@H](O)COC[C@H]3O[C@H](CC(=O)N4CCc5ccccc5C4)CC[C@@H]32)cc1 | 15 | -0.2 | 0 | -2 | 4 | 3 | 0.0 | -4
CO[C@@H]1CN(C)C(=O)c2ccc(NC(=O)NC(C)C)cc2OC[C@H](C)N(C)C[C@H]1C | -2 | 0.0 | 5 | 2 | 0 | 5 | 0.0 | -1
COc1ccc(C(=O)Nc2cc(C(C)=O)c(C)oc2=O)cc1 | 22 | / | -27 | -8 | 0 | -6 | 0.0 | -23
CO[C@@H]1CN(C)C(=O)c2cc(NS(=O)(=O)c3cn(C)cn3)ccc2OC[C@H](C)N(CC2CC2)C[C@@H]1C | -3 | 0.6 | -6 | -2 | -2 | 7 | -0.3 | 1
C[C@H](CO)N1C[C@H](C)[C@@H](CN(C)S(=O)(=O)c2ccccc2F)Oc2ncc(C#Cc3ccccc3)cc2C1=O | 7 | -0.2 | 2 | 8 | 9 | 2 | -1.2 | -1
OC[C@@H]1Nc2ccc(-c3cccc(F)c3)cc2[C@H]2[C@@H]1CCN2Cc1ccncc1 | 19 | 1.4 | -45 | -2 | 1 | -5 | 0.0 | 4
Cc1ccc(-c2ccc3c(c2)O[C@H](CN(C)C(=O)CN(C)C)[C@H](C)CN([C@@H](C)CO)S3(=O)=O)cc1 | 5 | 0.2 | -9 | -2 | 0 | 34 | 0.0 | 2
COc1ccc(C(CNC(=O)c2cccc(S(=O)(=O)Nc3cccc(C)c3)c2)N2CCOCC2)cc1 (stereo unspecified) | 0 | -0.3 | -14 | 0 | 0 | -3 | 0.1 | 3
O=C(NCC1CC1)[C@H]1[C@H](CO)[C@H]2Cn3c(ccc(-c4ccccc4)c3=O)[C@H]2N1CC1CC1 | -3 | 0.1 | -2 | -8 | -5 | -4 | 0.2 | 12
CC(=O)N1CCN(Cc2nc3cc(NC(=O)c4ccc(F)cc4)ccc3n2C)CC1 | 15 | 0.3 | -4 | 21 | -4 | 2 | -0.1 | 6
CC(=O)N1CCN(c2ccc(N3CCN(C(C)=O)[C@@H](C)C3)c(C)c2)[C@@H](C)C1 | / | -0.4 | -2 | 1 | 4 | -19 | 0.3 | /
O=C(NC(=S)NCc1cccnc1)c1cc2ccccc2o1 | 9 | -2.7 | -9 | 2 | -1 | -2 | 0.0 | 8
Cc1ccc(S(=O)(=O)N(C)C[C@H]2Oc3ccc(NC(=O)Nc4c(C)noc4C)cc3CC(=O)N([C@@H](C)CO)C[C@H]2C)cc1 | -3 | 1.4 | 10 | 3 | -2 | -1 | -0.5 | 2
O=C(/C=C/c1ccc([N+](=O)[O-])cc1)OCC(=O)N1c2ccccc2Sc2ccccc21 | / | -0.2 | -5 | -2 | 0 | -7 | 0.3 | -2
CC(C)CC(=O)Nc1cccc(C(C)O)c1 (stereo unspecified) | / | 1.7 | 2 | 4 | -1 | 4 | 0.2 | /
COc1ccccc1NC(=O)C(C)n1cnc2c(oc3nc4c(cc32)CCCC4)c1=O (stereo unspecified) | 0 | / | -11 | 0 | 3 | -1 | 0.1 | -4
C[C@@H]1CCCCO[C@@H](CN(C)C(=O)c2ccccc2)[C@@H](C)CN([C@@H](C)CO)C(=O)c2cc(NC(=O)Nc3ccc(C(F)(F)F)cc3)ccc2O1 | 2 | -0.1 | -20 | -1 | 2 | 18 | 0.0 | 5
COc1cc(NC(=O)CSc2nncn2C)c(C)cc1[N+](=O)[O-] | 3 | / | -21 | -3 | -3 | -2 | 0.1 | 12
O=C(NNC(=O)c1cccc(-n2cccc2)c1)c1ccccc1 | ? | / | 8 | -8 | -3 | -1 | 0.1 | 10
CCOC(=O)C1=C(Nc2ccc(OC)cc2)C(N)=NC1=N | / | 0.3 | -5 | -1 | -1 | -2 | 1.4 | /
CSc1ccc(C(=O)C2CCCN(C(=O)CN3CCOC3=O)C2)cc1 (stereo unspecified) | 1 | -0.2 | -7 | 0 | -1 | -1 | 0.0 | 7
NNC(=O)c1cc(C23CC4CC(CC(C4)C2)C3)nc2ccccc12 | -10 | / | -23 | 2 | -3 | -2 | 0.0 | 12
Cc1cccc(OCC(O)CN2CCN(CCN3C(=O)c4cccc5cccc(c45)C3=O)CC2)c1C (stereo unspecified) | / | / | 36 | 5 | -2 | -2 | 0.0 | /
Cc1ccccc1C(=O)NC1CCCCCCC1 | 15 | -0.1 | 6 | 4 | 0 | -4 | 0.4 | -4
CNC[C@@H]1Oc2c(NS(C)(=O)=O)cccc2C(=O)N([C@@H](C)CO)C[C@H]1C | 1&7 | -3.3&0.7 | 0&-11 | -1&-5 | 1&-1 | -2&-25 | -0.6&0.0 | 0&-17
CSCCC(NC(=O)/C(=C/c1ccc(F)cc1)NC(C)=O)C(=O)O (stereo unspecified) | -13 | / | -15 | 10 | -5 | -2 | 0.0 | -8
Cc1c(-c2ccccc2)c(P(=O)(N2CCOCC2)N2CCOCC2)c2ccccn12 | -10 | / | -4 | 0 | -3 | 3 | / | /
CC(C)NC(=O)c1cc2nc(-c3ccco3)cc(C(F)(F)F)n2n1 | 8 | / | -17 | -3 | 7 | -1 | / | -4
O=C(Nc1ccccc1SC(=O)c1ccccc1)c1ccccc1 | 17 | / | -24 | -18 | -1 | -2 | 0.4 | -6
C[C@@H]1CCCCO[C@@H](CN(C)C(=O)Cc2ccccc2)[C@@H](C)CN([C@H](C)CO)C(=O)c2cc(NC(=O)Nc3ccc(C(F)(F)F)cc3)ccc2O1 | -3 | 1.5 | -15 | -3 | 0 | 1 | 0.0 | 6
CN1C(=O)c2cc(NC(=O)c3cccc(F)c3)ccc2OC[C@H]2O[C@H](CC(=O)NC3CCC3)CC[C@@H]21 | 6&5 | 0.2&0.0 | / | / | / | / | 0.3&0.3 | 0&-7
COc1ccc(CCNc2nc(C)nc3c2nnn3Cc2ccccc2)cc1OC | -4 | / | -23 | -2 | 2 | 0 | 0.0 | -4
CN(C)c1cc2c(cc1NS(=O)(=O)c1ccccc1)n(C)c(=O)n2C | -4 | 0.2 | -9 | 6 | -5 | 3 | 0.0 | -2
CC(=O)Cn1ncc(N2CCOCC2)c(Br)c1=O | / | -1.7 | -16 | -1 | 1 | -5 | -0.2 | /
COc1ccc(/C=N/NC(=O)CC2N=C(Cc3ccccc3)NNC2=O)cc1OC (stereo unspecified) | / | / | -6 | 1 | 2 | 2 | 0.5 | /
CCS(=O)(=O)c1ccc(O)c(NC(=O)NC2CCCCC2)c1 | -1 | -0.1 | -5 | 0 | / | -2 | 0.7 | -3
